RAM inhibit: blocks the yeast RAM network; AID 868; S. cerevisiae dse1pr::URA3 reporter, 5-FOA growth OD615, 2 d; analog-sensitive cbk1-as2 kinase mutant strain; hit rate 1.8% among 190,000; inhibition, % at 50 µM;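 active = inhibition above a set limit, 3 SD over mean compound inhibition, cut at about 8.4% in these data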;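 also: 0% = DMSO-only wells with no growth and 100% = 10 µM 1-NA-PP1 full growth; inhibition rescues growth on 5-FOA so higher OD means more RAM inhibition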
bIAP inhibitor: intestinal alkaline phosphatase (bovine) inhibition | 190,000 tested, under 10 active | purified bovine IAP, CDP-star luminescence, 30 min | inhibition, % at 20 µM;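 active = over 50% inhibition of intestinal alkaline phosphatase at 20 µM in the single-dose screen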
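System: Purified bovine intestinal alkaline phosphatase (IAP) enzyme | Input: IAP diluted 1/65,000,000 in the well | Also added: CDP-star chemiluminescent phosphatase substrate, 30 µM final | Dosing: 20 µM single dose | Times: Enzyme reaction for 30 min at room temperature | Detection: Luminescence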
TNAP act hiacc: TNAP (human) activation, high acceptor; P05186; 200,000 tested, under 10 active; AID 1136; purified TNAP, CDP-star luminescence, 1 M DEA, 30 min; hits give high values; 0 = EDTA background, 1 = DMSO-only activity; activation factor at 20 µM;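 active = activation factor at least 2 at 20 µM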
Target sequence (P05186 whole entry, looked up): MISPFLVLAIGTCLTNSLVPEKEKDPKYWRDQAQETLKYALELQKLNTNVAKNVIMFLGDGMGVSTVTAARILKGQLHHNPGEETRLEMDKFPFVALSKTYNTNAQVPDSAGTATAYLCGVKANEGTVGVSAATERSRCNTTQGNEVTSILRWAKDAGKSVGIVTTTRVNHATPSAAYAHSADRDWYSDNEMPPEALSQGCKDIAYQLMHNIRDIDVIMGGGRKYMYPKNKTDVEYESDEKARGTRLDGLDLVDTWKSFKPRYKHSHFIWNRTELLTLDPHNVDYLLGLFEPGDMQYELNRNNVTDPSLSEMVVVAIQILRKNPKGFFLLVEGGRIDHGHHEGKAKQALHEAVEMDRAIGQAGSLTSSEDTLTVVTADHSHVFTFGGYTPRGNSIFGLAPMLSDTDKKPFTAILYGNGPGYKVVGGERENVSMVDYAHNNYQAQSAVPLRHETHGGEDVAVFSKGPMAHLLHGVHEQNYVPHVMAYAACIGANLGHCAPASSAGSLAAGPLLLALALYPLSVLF
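Assay system: human TNAP; Input: enzyme diluted 1/800 final; Reagent: CDP-star luminogenic substrate at 100 µM final; Timing: 30 min, room temperature; Signal: luminescence; Evaluation: TNAP activation factor scaled between EDTA and DMSO control wells.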
FLuc inhib CS: counter-screen for luciferase assay inhibitors: firefly luciferase inhibition | ATPLite firefly luciferase biochemical luminescence, 10 min | AID 1006 | inhibition, % at 10 µM | hit rate 1.5% among 200,000 | P08659;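 active = inhibition above about 50% when tested at 10 µM, limit read from the data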
Target sequence (P08659 whole entry, looked up): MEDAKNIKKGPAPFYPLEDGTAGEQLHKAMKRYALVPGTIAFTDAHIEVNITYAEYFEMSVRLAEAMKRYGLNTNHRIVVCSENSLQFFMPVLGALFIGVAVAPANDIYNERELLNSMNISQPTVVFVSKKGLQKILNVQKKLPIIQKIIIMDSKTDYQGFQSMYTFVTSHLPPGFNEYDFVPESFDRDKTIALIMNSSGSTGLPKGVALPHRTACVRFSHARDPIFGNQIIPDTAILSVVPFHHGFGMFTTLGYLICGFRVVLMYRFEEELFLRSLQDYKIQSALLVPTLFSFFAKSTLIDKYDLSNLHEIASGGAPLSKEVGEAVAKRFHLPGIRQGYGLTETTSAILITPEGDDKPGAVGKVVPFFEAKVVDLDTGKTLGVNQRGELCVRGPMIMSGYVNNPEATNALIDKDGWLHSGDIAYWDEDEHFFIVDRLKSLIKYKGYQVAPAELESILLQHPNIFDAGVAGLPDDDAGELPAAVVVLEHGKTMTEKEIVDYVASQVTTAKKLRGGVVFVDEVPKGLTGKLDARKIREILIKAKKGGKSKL
Lmaj promast: Leishmania major promastigote growth inhibition. Leishmania major promastigotes, resazurin fluorescence viability. inhibition, % at 10 µM. hit rate 9% among 200,000. AID 1063; in the data active = inhibition above about 50%;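 also: promastigotes grown with compound for 44 hours at 28 °C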
TNAP inh hi DEA: blocks human TNAP under high phosphate acceptor concentration. AID 1135. hit rate 0.03% among 200,000. P05186. inhibition, % at 20 µM. purified TNAP, CDP-star luminescence, 1 M DEA;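 active = over 50% inhibition of tissue-nonspecific alkaline phosphatase at 20 µM in the single-dose screen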;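 also: plate controls were DMSO wells for no effect and EDTA-quenched wells as full inhibition for full effect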
FLuc stim CS: affects firefly luciferase, flagging false hits in luciferase stimulation screens; activation factor at 10 µM; ATPlite luciferase biochemical, luminescence, 10 min; 0 = ATP-free wells, 1 = DMSO control; P08659; 200,000 tested, under 10 active; AID 1027;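 active = luciferase activation factor, scaled between plate controls, of at least 2 with compound at 10 µM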
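Material: Luciferase/luciferin reagent mix | Doses: Test compounds dosed from 2 mM stocks in 100% DMSO | Timing: 10 min incubation after luciferase reagent addition, room temperature | Measured by: Luminescence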
TNAP inh no acc: TNAP (human) inhibition, acceptor-free conditions; P05186; purified TNAP, CDP-star luminescence, 30 min; inhibition, % at 20 µM; hit rate 0.26% among 200,000; AID 1012;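 active = tissue-nonspecific alkaline phosphatase inhibition above about 50% at 20 µM in the single-dose screen, limit read from the data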;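 also: 0% = DMSO negative control and 100% = EDTA positive control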
APP transl inh: APP translation inhibition; SH-SY5Y APP 5'UTR-luciferase reporter, luminescence; inhibition, % at 2 µM; hit rate 0.82% among 190,000; AID 1285;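 active = inhibition above a set limit, derived from the sample mean plus 3 SD, cut at about 45% in these data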; also: values of inactives mirror those of a sister screen read the other way
bIAP activator: increases bovine intestinal alkaline phosphatase activity | purified bovine IAP, CDP-star luminescence, 30 min; hits give high values; fold of DMSO-control signal, blank-subtracted | activation factor at 20 µM | hit rate 0.17% among 200,000;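 active = activation factor of 2 or more at 20 µM, a signal rise over negative controls twice the positive control's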
Active calls of the source: *; / = not tested or not shown.

SMILES	RAM inhibit	bIAP inhibitor	TNAP act hiacc	FLuc inhib CS	Lmaj promast	TNAP inh hi DEA	FLuc stim CS	TNAP inh no acc	APP transl inh	bIAP activator
Cc1cc(C)n2nc(C(=O)N(C)C(c3ccccc3)c3ccccc3)nc2n1	2.1	-8	1	-7	0	0	1.1	-1	-29	1.1
C#CCNC(=O)c1ccc(OCc2ccccc2)cc1Cl	0.0	-5	1	8	0	1	0.9	-2	-10	1
COCCn1c(SCC(=O)/C=C2\N(C)c3ccccc3C2(C)C)nnc1-c1ccncc1	2.8	0	1	-4	8	-2	1	-5	4	1
COc1ccc(-c2ccc(C#N)c(OC(=O)c3c(Cl)cccc3Cl)n2)cc1	4.5	30	1	-8	7	-4	1.1	-12	/	0.7
COc1ccc(S(=O)(=O)Nc2ccccc2C(F)(F)F)cc1	0.9	-6	1	-3	-6	-1	1	-6	-26	1.1
COC(=O)c1cc(F)c(-n2cncn2)c(F)c1	1.9	0	1	-6	-7	2	1.1	-7	-7	1
O=C(Nc1ccc(F)cc1)Nc1nnc(-c2ccccc2)o1	5.2	-4	1	-4	10	-1	1	-24	-4	1
CN(CC(=O)Nc1cccc(F)c1)CC(=O)Nc1cccc([N+](=O)[O-])c1	2.4	29	1	-8	11	-1	1.1	-5	-11	0.7
CCOC(=O)c1n[nH]c(=O)c2ccccc12	4.5	-5	1	-4	-2	-2	1	3	10	1.1
CC1CCCCN1C(=S)Nc1ccc(OC(F)F)cc1 (stereo not given)	0.2	49	1	6	0	1	0.9	-3	-23	0.5
Cc1nn(Cc2c(F)c(F)c(F)c(F)c2F)c(C)c1NC(=O)c1ccc(COc2ccccc2Cl)cc1	2.9	-7	1	-3	-4	-2	1	-5	-3	1.1
Cc1ccc(Oc2cnc3ccccc3n2)cc1	0.5	0	1	14	-3	-2	0.9	-6	-55	1
CN(C)CCOc1ccc2ccccc2c1	2.3	32	1	-5	-2	0	1	-8	-10	0.7
CCn1c(=NC(=O)CSC(C)=O)sc2cc(OC)ccc21	2.8	7	1	-4	3	-1	1	-12	1	0.9
Cc1cc(NO)c(C(C)C)cc1N=O	1.0	-2	1	-9	23	3	1.1	-11	5	1
O=S(=O)(Nc1nc2ccccc2nc1NCC1CCCO1)c1cccs1 (stereo not given)	0.0	-13	1	-4	-3	-4	1	-7	3	1.1
O=C(CSc1ccc2nnc(-c3ccc(F)cc3)n2n1)N1CCCc2ccccc21	2.3	4	1	-5	8	0	1.1	-22	8	1
CCc1nc(C)cn1S(=O)(=O)c1cc(Br)c(C)cc1OC	0.8	-8	1	-6	99*	3	1.1	-5	-13	1.1
CCOc1ccc(NC2OC(C)C(O)C(O)C2O)c([N+](=O)[O-])c1 (stereo not given)	-0.1	6	0.9	-6	1	9	1.1	13	8	0.9
C#Cc1ccc(CN2CCN(Cc3ccsc3)C(CCO)C2)cc1 (stereo not given)	0.5	-12	1.1	-4	-4	-8	1	-8	8	1.1
O=C(CC1C(=O)NCCN1C(=O)Nc1ccccc1)Nc1cccc(Cl)c1 (stereo not given)	0.6	-13	1.1	-3	4	-7	1	-10	3	1.1
Cc1[nH][nH]c(=O)c1C(c1ccc(-c2ccc(Cl)c(C(=O)O)c2)o1)c1c(C)[nH][nH]c1=O	2.0	-5	0.9	-6	-5	8	1.1	11	27	1
O=C(N/N=C/c1ccc(N2CCOCC2)cc1)c1ccccc1NS(=O)(=O)c1cccs1	1.7	-6	1	-1	-3	-2	1	-18	1	1.1
O=C(Nc1nc(-c2ccccc2)c(-c2ccccc2)o1)c1ccc(F)cc1	2.0	-12	1	-6	20	-2	1.1	-6	-13	1.1
O=C(C1=C[C@@H](c2ccc3c(c2)OCO3)C[C@@H](OCCCCO)O1)N1CCOCC1	1.2	-6	1.1	-1	6	-10	1	-2	-5	1.1
O=C(c1nc2ccc(Cl)cn2c1CNCCn1ccnc1)N1CCCCCCC1	-0.4	1	1	-4	-6	-2	1	-4	2	1
CCOC(=O)C1C(=O)NC(c2ccccc2)=NC1c1ccc(F)cc1 (stereo not given)	-0.5	7	1	-6	-1	0	1.1	-5	-3	0.9
Cc1cc(OCC(=O)N(C(C)C)C(C)C)cc(C)c1Br	0.7	-39	1	-3	41	1	1	2	-6	1.4
COc1ccc(-c2ccc(C(=S)N3CCN(C(C)=O)CC3)o2)cc1	-0.3	7	1	4	-1	-2	1	-9	-2	0.9
COc1ccccc1/C=C/C(=O)N1CCOCC1	0.7	8	1	-5	-1	-4	1.1	-28	26	0.9
COc1ccc2cnn(-c3ccccc3)c(=O)c2c1OC	1.5	14	1	1	1	-4	1	-10	-14	0.9
CC1CCCCC12NC(=O)N(CC(=O)Nc1ccc(S(=O)(=O)N3CCOCC3)cc1)C2=O (stereo not given)	0.8	31	1	-2	2	-4	1	-10	0	0.7
CCN(CC)c1ccc2c(O)cc(=O)oc2c1	1.7	11	1	45	-6	-3	0.5	-8	-21	0.9
C=CCOC(=O)CC(NC(=O)c1ccccc1)c1ccccc1 (stereo not given)	4.0	13	1.1	-15	4	-7	1.2	-10	-8	0.9
COc1ccccc1CCNC(=O)c1csc2c1CCCC2	7.8	7	1	2	2	-4	1	-13	-3	0.9
O=C(c1cc2ccccc2o1)N1CCN(S(=O)(=O)/C=C/c2ccccc2)CC1	0.8	-7	1	0	9	-1	1	-5	3	1.1
O=C(CN1C(=O)/C(=C\c2cccc(Cl)c2)Oc2ccccc21)N1CCN(c2ccccn2)CC1	6.6	-2	1	0	-11	-3	1	-10	11	1
C=CCn1c(CSc2nc3ccccc3s2)nnc1SCC(=O)NCc1cccnc1	2.8	-4	1	-4	-7	-4	1	-7	3	1
O=C(C1=C(O)C(=O)N(c2ncccn2)C1c1cccs1)c1ccco1 (stereo not given)	1.2	8	1	-5	0	3	1	-7	14	0.9
O=C(NCc1ccco1)C1CCN(c2nc3ccccc3n2Cc2ccccc2F)CC1	2.0	-17	1	2	19	-2	1	-4	8	1.2
Cc1ccc(-n2nc(C(=O)O)c3ccccc3c2=O)cc1C	1.8	9	1	-1	-4	-5	1	-10	5	0.9
COc1ccccc1-c1nnc2sc(COc3ccc(F)cc3)nn12	0.0	7	1	3	20	1	1	4	-6	0.9
CCOC(=O)c1ccc(Nc2nc(C(=O)OCC)nc3ccccc23)cc1	7.0	2	1	0	26	0	1	-1	20	1
Cc1ccc(NC2=C(N3CCCCC3)C(=O)c3ccccc3C2=O)cc1	0.7	9	1	-2	97*	3	1	-1	-25	0.9
CCC(C)NC(=O)CN(c1ccc(OC)cc1)S(=O)(=O)c1ccccc1 (stereo not given)	-1.1	3	1	-3	-6	-1	1	-6	-7	1
CCc1c(C)sc(NC(=O)c2ccccc2[N+](=O)[O-])c1C(N)=O	0.0	-11	1	-1	6	0	1	-7	-6	1.1
CCN(CC)S(=O)(=O)c1ccc(Cl)c(C(=O)OC)c1	0.0	9	1	-4	61*	-2	1	-11	10	0.9
O=C(CCN1C(=O)C2CCCCC2C1=O)Nc1ccc(F)c(F)c1F (stereo not given)	1.6	-2	1.1	-3	-4	-6	1	-12	6	1
O=C(N=Nc1c(O)n(Cc2ccccc2)c2ccccc12)c1cc2ccccc2cc1O	3.0	48	0.9	46	9	12	0.5	0	-122	0.5
CCO[C@H]1OC(C(=O)NCc2nc3ccccc3[nH]2)=C[C@@H](C)[C@@H]1CCCO	2.3	-6	1	-2	3	-5	1	-8	3	1.1
O=C(CC1C(=O)NCCN1CC(c1ccccc1)c1ccccc1)NCCc1cn[nH]c1 (stereo not given)	1.4	-46	1	-6	0	3	1.1	-16	0	1.5
CCCn1c(N)c(C(=O)CSc2nnc(Cc3ccccc3)o2)c(=O)n(C)c1=O	6.5	7	1.1	-1	18	-8	1	-32	23	0.9
C#Cc1ccc([C@@H]2C=C(C(=O)N3CCOCC3)O[C@H](OCC)[C@H]2CCCO)cc1	-1.0	-17	1	-6	1	-4	1.1	-5	-4	1.2
Cc1c(Br)c(=O)oc2c(Br)c(O)c(O)cc12	1.1	3	1	-1	-5	2	1	50*	-4	1
C/C(=N\NC(=O)Cc1csc(N2CCOCC2)n1)c1ccccc1	1.4	0	1	-2	3	-2	1	-9	-5	1
Cc1cc(C(=O)NCc2ccco2)c2cc(F)ccc2n1	1.5	-1	1	-2	-6	-1	1	-4	14	1
FC(F)(F)c1cnc(Sc2ncn[nH]2)c(Cl)c1	-0.4	-8	1	-1	-2	3	1	-6	-2	1.1
O=C(O)C1Cc2ccccc2CN1C(=O)CCl (stereo not given)	1.1	-2	1.1	-4	-6	-6	1	-11	9	1
Cc1ccc(NC2=NCC(=O)N2Cc2cccs2)cc1C	1.9	-6	1	2	-1	-4	1	-1	-5	1.1
OC(CNCCCCNCC(O)C(F)(F)F)C(F)(F)F (stereo not given)	2.5	-7	1	-6	-5	-3	1.1	-1	-5	1.1

Some of the entries so far, with each value named:
O=C(c1cc2ccccc2o1)N1CCN(S(=O)(=O)/C=C/c2ccccc2)CC1
  RAM inhibit: 0.8 | bIAP inhibitor: -7 | TNAP act hiacc: 1 | FLuc inhib CS: 0 | Lmaj promast: 9 | TNAP inh hi DEA: -1 | FLuc stim CS: 1 | TNAP inh no acc: -5 | APP transl inh: 3 | bIAP activator: 1.1
OC(CNCCCCNCC(O)C(F)(F)F)C(F)(F)F (stereo not given)
  RAM inhibit: 2.5 | bIAP inhibitor: -7 | TNAP act hiacc: 1 | FLuc inhib CS: -6 | Lmaj promast: -5 | TNAP inh hi DEA: -3 | FLuc stim CS: 1.1 | TNAP inh no acc: -1 | APP transl inh: -5 | bIAP activator: 1.1
Cc1[nH][nH]c(=O)c1C(c1ccc(-c2ccc(Cl)c(C(=O)O)c2)o1)c1c(C)[nH][nH]c1=O
  RAM inhibit: 2.0 | bIAP inhibitor: -5 | TNAP act hiacc: 0.9 | FLuc inhib CS: -6 | Lmaj promast: -5 | TNAP inh hi DEA: 8 | FLuc stim CS: 1.1 | TNAP inh no acc: 11 | APP transl inh: 27 | bIAP activator: 1
Cc1ccc(NC2=C(N3CCCCC3)C(=O)c3ccccc3C2=O)cc1
  RAM inhibit: 0.7 | bIAP inhibitor: 9 | TNAP act hiacc: 1 | FLuc inhib CS: -2 | Lmaj promast: 97* | TNAP inh hi DEA: 3 | FLuc stim CS: 1 | TNAP inh no acc: -1 | APP transl inh: -25 | bIAP activator: 0.9

(further entries)
SMILES	RAM inhibit	bIAP inhibitor	TNAP act hiacc	FLuc inhib CS	Lmaj promast	TNAP inh hi DEA	FLuc stim CS	TNAP inh no acc	APP transl inh	bIAP activator
CC(=O)Nc1ccc(S(=O)(=O)N2CCC(c3nc4ccccc4[nH]3)CC2)cc1	0.3	-3	1.1	-3	-4	-8	1	-9	-1	1
Cc1cc(=S)n(-c2ccccc2)n1C	-0.2	11	1	-4	8	0	1	-4	-11	0.9
CCCCNCCOCCSc1ccc(Cl)cc1	1.8	-2	1	-6	99*	-3	1.1	-9	7	1
CCCc1[nH]n(-c2nc3ccccc3s2)c(=O)c1C=NCC1CCCO1 (stereo not given)	0.1	-14	1.1	-6	4	-10	1.1	12	-17	1.1
COc1cc(CCC(=O)OCC(=O)NCc2ccccc2)cc(OC)c1OC	3.0	-3	1	-7	-10	-2	1.1	4	-12	1
c1nc(N2CCCC2)c2[nH]cnc2n1	0.1	17	1	-6	24	-2	1.1	-26	4	0.8
O=C(O)c1ccc(/C=N/NC(=O)c2ccc(Br)cc2)cc1	2.6	4	1	15	7	1	0.8	-9	-6	1

Screening data as filed in PubChem BioAssay.
